Cav32 inh – inhibitors of human Cav3.2 T-type calcium channel; O95180; Cav3.2-expressing cells, Fluo-4 calcium fluorescence FDSS; stronger effect = lower value; B-score at 10 µM; 4% of 100,000 active;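 active = single-dose well whose peak fluorescence ratio is a statistical outlier from its plate by either plate-standardised score or position-corrected B-score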
Target sequence (O95180 whole entry, looked up): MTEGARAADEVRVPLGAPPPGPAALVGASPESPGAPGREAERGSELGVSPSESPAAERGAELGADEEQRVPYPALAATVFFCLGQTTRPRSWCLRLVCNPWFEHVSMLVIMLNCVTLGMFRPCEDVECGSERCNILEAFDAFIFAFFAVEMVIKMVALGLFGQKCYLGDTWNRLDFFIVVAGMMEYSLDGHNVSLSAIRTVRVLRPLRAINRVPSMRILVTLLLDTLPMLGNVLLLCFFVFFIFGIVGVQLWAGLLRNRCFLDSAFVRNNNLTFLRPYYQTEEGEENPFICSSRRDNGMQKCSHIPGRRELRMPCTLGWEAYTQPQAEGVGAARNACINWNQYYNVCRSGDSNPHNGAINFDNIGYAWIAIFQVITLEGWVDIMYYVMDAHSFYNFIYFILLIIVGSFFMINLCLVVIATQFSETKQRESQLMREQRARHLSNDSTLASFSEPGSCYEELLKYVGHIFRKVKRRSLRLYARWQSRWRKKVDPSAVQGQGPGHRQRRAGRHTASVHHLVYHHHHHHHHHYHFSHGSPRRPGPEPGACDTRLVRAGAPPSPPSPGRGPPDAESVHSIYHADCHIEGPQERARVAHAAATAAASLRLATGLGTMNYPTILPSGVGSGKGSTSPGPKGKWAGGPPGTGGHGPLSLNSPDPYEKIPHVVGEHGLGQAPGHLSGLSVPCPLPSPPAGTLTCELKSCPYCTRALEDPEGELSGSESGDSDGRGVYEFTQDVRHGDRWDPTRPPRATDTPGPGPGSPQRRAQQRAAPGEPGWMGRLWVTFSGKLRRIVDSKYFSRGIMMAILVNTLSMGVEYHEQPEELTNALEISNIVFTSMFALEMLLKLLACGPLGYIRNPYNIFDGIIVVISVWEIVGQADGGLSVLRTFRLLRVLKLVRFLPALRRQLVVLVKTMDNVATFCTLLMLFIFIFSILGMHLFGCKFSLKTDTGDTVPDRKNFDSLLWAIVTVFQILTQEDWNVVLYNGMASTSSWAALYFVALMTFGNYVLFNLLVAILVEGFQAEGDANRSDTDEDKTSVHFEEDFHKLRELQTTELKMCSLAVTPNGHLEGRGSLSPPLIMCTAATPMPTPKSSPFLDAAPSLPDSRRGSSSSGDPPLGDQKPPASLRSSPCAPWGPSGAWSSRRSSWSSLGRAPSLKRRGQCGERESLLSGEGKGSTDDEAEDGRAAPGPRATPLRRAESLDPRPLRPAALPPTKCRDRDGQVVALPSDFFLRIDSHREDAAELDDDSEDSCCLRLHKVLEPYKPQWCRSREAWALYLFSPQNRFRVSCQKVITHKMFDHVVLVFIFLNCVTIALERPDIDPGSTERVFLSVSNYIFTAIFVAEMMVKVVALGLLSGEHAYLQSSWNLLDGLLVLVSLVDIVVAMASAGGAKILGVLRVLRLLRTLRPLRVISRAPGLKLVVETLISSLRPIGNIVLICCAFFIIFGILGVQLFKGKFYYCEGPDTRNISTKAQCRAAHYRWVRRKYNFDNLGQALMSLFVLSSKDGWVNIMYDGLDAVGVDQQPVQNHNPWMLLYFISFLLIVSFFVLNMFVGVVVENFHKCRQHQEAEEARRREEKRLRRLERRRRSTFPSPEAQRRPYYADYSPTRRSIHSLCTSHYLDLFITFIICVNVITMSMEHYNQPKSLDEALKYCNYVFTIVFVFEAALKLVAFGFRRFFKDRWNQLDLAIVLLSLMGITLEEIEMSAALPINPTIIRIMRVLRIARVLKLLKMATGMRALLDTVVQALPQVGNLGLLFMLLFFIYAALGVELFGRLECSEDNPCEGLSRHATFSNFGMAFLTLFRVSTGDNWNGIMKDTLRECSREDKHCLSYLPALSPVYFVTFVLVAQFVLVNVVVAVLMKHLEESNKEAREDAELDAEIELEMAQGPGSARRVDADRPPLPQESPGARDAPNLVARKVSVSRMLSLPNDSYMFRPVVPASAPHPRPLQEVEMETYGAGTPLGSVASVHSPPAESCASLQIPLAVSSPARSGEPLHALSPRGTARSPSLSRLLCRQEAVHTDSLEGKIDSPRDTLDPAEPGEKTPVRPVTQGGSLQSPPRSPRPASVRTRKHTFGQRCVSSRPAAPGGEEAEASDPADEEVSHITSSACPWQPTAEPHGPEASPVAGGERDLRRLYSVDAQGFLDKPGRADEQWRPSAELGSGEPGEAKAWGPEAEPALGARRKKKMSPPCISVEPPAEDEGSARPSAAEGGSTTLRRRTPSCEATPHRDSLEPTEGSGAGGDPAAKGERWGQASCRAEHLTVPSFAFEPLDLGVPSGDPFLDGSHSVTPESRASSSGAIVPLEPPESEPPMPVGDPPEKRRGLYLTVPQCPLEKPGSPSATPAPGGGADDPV
An asterisk follows results filed as active.

| Molecule | Cav32 inh |
| --- | --- |
| CCOc1cc(-c2noc(-c3ccncc3)n2)cc(Br)c1OC | -0.86 |
| O=C(Nc1ccc(F)c(Cl)c1)C1CCN(S(=O)(=O)c2cccnc2)CC1 | -2.6 |
| Cc1ccc(-c2cc(C(=O)NCc3cccnc3)no2)cc1 | 0.68 |
| COc1ccc(C2C(C(=O)NCCN3CCOCC3)c3ccccc3C(=O)N2C2CCCCC2)cc1 (stereo not given) | 0.96 |
| Cn1nnnc1SCC(=O)N1CCc2ccccc2C1 | 0.25 |
| Cc1nnc(SCc2ccc(Cl)cc2Cl)[nH]c1=O | 0.8 |
| CCCN1C2=NCCN2c2ccccc21 | 0.094 |
| CCCn1c(-c2ccc(OC)cc2)nc2ccccc21 | -1.6 |
| CCOC(=O)c1cnc2c(-c3ccccc3)cnn2c1N | -0.75 |
| CCOC(=O)CSc1nnc(-c2ccccc2)c(=O)[nH]1 | 0.99 |
| Cc1ccc(C(=O)Nc2ccc(OCc3ccccc3)cc2)cc1[N+](=O)[O-] | -1.5 |
| Cc1cccc(NC(=O)CSc2nnc(-c3ccc(S(=O)(=O)N4CCCC4)cc3)o2)c1 | -0.45 |
| CC(=O)c1c(C)[nH]c(C(=O)COc2ccc(C#N)cc2)c1C | 0.15 |
| O=c1[nH]cnc2nc3n(c12)CCCCC3 | 1.3 |
| O=C(NCCN1CCOCC1)c1ccc2c(c1)N(Cc1ccccc1)C(=O)CS2 | 0.97 |
| CCN(CC)S(=O)(=O)c1cc(-c2nnc(-c3ccc(Br)cc3)o2)ccc1Cl | -2.5 |
| CCn1c(SCC(=O)NCc2ccccc2)nnc1-c1c[nH]c2ccccc12 | 0.39 |
| COC/C=C/C1=CC2=CC(=O)C(C)(OC(=O)C3CCCC3)C(=O)C2=CO1 (stereo not given) | 0.59 |
| CCN=c1scc(-c2ccco2)n1/N=C/c1ccc(OC)c(O)c1 | -0.82 |
| O=c1c2ccccc2nc(SCc2nnc(-c3ccccc3Br)o2)n1Cc1ccco1 | -1.1 |
| CCSc1oc(-c2cccs2)nc1S(=O)(=O)c1ccccc1 | -3.4 |
| CC1(C)CN(c2ccccc2)N(C(=O)c2ccc(F)cc2)C1=O | 0.83 |
| CCc1ccc(C2NC(=S)NC3=C2C(=O)N(c2ccccc2OC)C(c2ccc(CC)cc2)N3)cc1 (stereo not given) | 1.1 |
| Cn1c(=O)c2c(nc(SCCCC#N)n2Cc2c(F)cccc2Cl)n(C)c1=O | 0.35 |
| Cc1ccc(C(=O)CN2/C(=C(\O)c3ccccc3)C(=O)c3ccccc3S2(=O)=O)c(C)c1 | -5.9* |
| Cc1ccnc(NC(=O)C23CC4CC(CC(C4)C2)C3)c1 | -6.1* |
| OCCN(Cc1ccccc1)Cc1ccc(C(F)(F)F)cc1 | -0.66 |
| COc1ccc(N2C(=O)NC(NC(=O)c3ccncc3)(C(F)(F)F)C2=O)cc1 (stereo not given) | -0.6 |
| CCOC(=O)c1ccccc1NC(=O)CSc1nc2c(c(=O)n(C)c(=O)n2C)n1C | 0.34 |
| Cn1nnnc1SCC(=O)Nc1ccc(Oc2ccc(Cl)cc2)cc1 | -1.6 |
| COc1ccc(C(=O)Nc2cc(OC)ccc2OC)cc1 | -2 |
| CCOC(=O)CSc1nnnn1-c1cccc2ccccc12 | -0.27 |
| CN(C)c1nc2n(c(=S)n1)CCS2 | -0.32 |
| O=C1CC(c2ccc(F)cc2)Cc2nc(N3CCOCC3)ncc21 (stereo not given) | -0.024 |
| CC(=O)Nc1ccccc1Nc1cc(C#N)c(C#N)cc1[N+](=O)[O-] | 1.4 |
| O=C(CCc1nc2ccccc2[nH]c1=O)OCC(=O)c1ccc(Cl)cc1 | 0.4 |
| CCc1c(O)nc(SCC(=O)Nc2ccc(OC)cc2)n(C2CCCCC2)c1=O | 0.022 |
| O=C(CCCOc1ccccc1)Nc1nccs1 | -0.14 |
| CCNC(=O)CN1C(=O)NC2(CCCc3cc(OC)ccc32)C1=O (stereo not given) | 0.1 |
| COc1ccc(C(c2nnnn2Cc2cccs2)N2CCN(c3ccccc3F)CC2)cc1OC (stereo not given) | -3 |
| Cc1ccc(N/C=C(/C#N)c2ccsc2)cc1C | -1.1 |
| CC(C)CNC(=S)NNC(=O)c1ccccc1OC(F)F | -0.066 |
| CC(C)C(=O)Nc1cccc(C(=O)NCc2ccc3c(c2)OCO3)c1 | -0.065 |
| CCn1c(O)c(/C=C2\C=Nc3ccccc32)sc1=Nc1ccc(C)cc1 | 0.56 |
| CCOc1ccc2nc(NC(=O)CN3CCC(n4nnc5cc(F)ccc54)CC3)sc2c1 | -2.7 |
| O=C(CCn1cnc2ccccc2c1=O)Nc1ccc(S(=O)(=O)N2CCCC2)cc1 | 1.2 |
| OCCNc1nc2ccccc2n1-c1ccccc1 | 0.45 |
| Cc1c(C(=O)O)sc(=S)n1-c1ccc(Cl)cc1 | 0.91 |
| CC(C(=O)NCC1CCCO1)N(C(=O)c1snc(C(N)=O)c1N)c1ccccc1 (stereo not given) | -1 |
| Cc1cc(NC2CCCCC2)nc(-c2ccccc2O)n1 | -1.5 |
| CCNc1nc(Oc2ccc(C(=O)OC)cc2)nc(N(C)C)n1 | 0.28 |
| COc1ccc(Cc2nnn(CC(=O)O)n2)cc1 | 0.86 |
| CCOc1c(OC)cccc1C1CC(=O)Nc2cc3c(cc21)OCCO3 (stereo not given) | -0.59 |
| COc1ccc(CN(Cc2ccncc2)C(=O)CCC(=O)O)cc1 | 0.81 |
| O=C1CCCN1CN(C(=O)c1ccc2c(c1)OCO2)c1ccc(F)cc1 | 0.49 |
| CCOCCCNC(=O)C1c2ccccc2C(=O)N2CCc3ccccc3C12 (stereo not given) | 0.19 |
| CCSc1nnc(NC(=O)C(CC)(C(F)(F)F)C(F)(F)F)s1 | -4.1 |
| CC1(C)NC(=O)N(CCSc2ccc(Cl)cc2)C1=O | 0.63 |
| Cn1c(O)c(C=NCC2CCNCC2)c(=O)n(C)c1=O | 1.6 |
| Cc1ccc(SCc2nc(-c3ccncc3)no2)cc1 | -1.3 |

The list goes on.
| Molecule | Cav32 inh |
| --- | --- |
| Cc1occc1C(=O)Nc1ccc2c(c1)CCC2 | 0.64 |
| COC(=O)c1ccc2c(c1)NC(=O)C1CCCN21 (stereo not given) | -4.3* |
| Cc1cc(C)n2nc(Cc3ccccc3)nc2n1 | -0.35 |
| Clc1ccc(C2[C@H]3CN(Cc4ccc(-c5ccccc5)cc4)[C@H](c4ccccc4)C34CC2(c2ccccc2)C4)cn1 (stereo not given in full) | -0.054 |
| Cc1nc2c(C)cccc2cc1C(=O)N/N=C/c1ccc(N(C)C)cc1 | -2 |
| CN1CC=C2C(C#N)=C(N)C(C#N)(C#N)[C@H](c3cccc(Cl)c3)C2C1 (stereo not given in full) | -0.039 |
| COc1ccc(CN2CN(C(C)C)CSC2=S)cc1 | 1.2 |
| CSCCC(C(=O)NC1=NCCS1)N1C(=O)c2ccccc2C1=O (stereo not given) | 0.95 |
| CNc1nc(Sc2ccc(C)cc2)cc(C(F)(F)F)n1 | -0.022 |
| COc1ccc(-c2noc(-c3ccccc3C(=O)Nc3cccc(OC)c3)n2)cc1 | -0.64 |
| N#CC1=C(S)N=C(N)C(c2nc(-c3ccccc3)cs2)C12CCCC2 (stereo not given) | -0.21 |
| O=C(NCC1COc2ccccc2O1)C1CCCN(S(=O)(=O)c2cccc3nsnc23)C1 (stereo not given) | -0.25 |
| COc1ccc(NC(=S)NNC(=O)C(C)n2nc(C)c([N+](=O)[O-])c2C)cc1 (stereo not given) | -0.46 |
| COc1ccc(C2CC(c3ccccc3)Nc3nc(NC(=O)c4cccs4)nn32)cc1 (stereo not given) | -1.8 |
| CCN(CC)S(=O)(=O)c1ccc(C(=O)NC2=C(C(=O)OC)SCC2)cc1 | -0.71 |
| O=C(Cn1cnc2c(nnn2-c2ccccc2)c1=O)NCC1CCCO1 (stereo not given) | 0.49 |
| Cc1ccc(S(=O)(=O)NC(=O)NN2CCCCCC2)cc1 | -2.8 |
| CCc1nc2c(c(=O)[nH]1)C1(CCCC1)Cc1ccccc1-2 | -1.8 |
| CCC(=O)N1CCN=C1SCc1ccc(Cl)cc1 | -0.14 |
| CC(NC(=O)c1cc(-c2ccc3c(c2)OCO3)nc2ccccc12)C(C)(C)C (stereo not given) | -1.2 |
| O=C1OC(c2ccccc2)/C(=C(/O)c2ccccc2)C1=O (stereo not given) | -0.31 |
| Cc1ccc(-n2nnnc2SCC(=O)Nc2ccccc2N2CCCCC2)cc1C | -4.1* |
| Cc1cccc(SCc2noc(C(=O)NCC3CCCO3)c2C(=O)O)c1 (stereo not given) | 1.3 |
| CCC(C)N=C1SCC(C)(/C=N/O)S1 (stereo not given) | 0.64 |
| CCOCCn1c(SCCc2ccccc2)nc2c1c(=O)[nH]c(=O)n2C | 1.3 |
| c1cncc(-c2nn3cnnc3s2)c1 | 0.29 |
| Cc1cccc(NC(=O)N2CCN(Cc3ccccc3)CC2)c1 | 0.053 |
| O=C(NC1CCS(=O)(=O)C1)C12CC3CC(CC(C3)C1)C2 (stereo not given) | 0.038 |
| O=C(CC1(O)C(=O)Nc2ccc(Br)cc21)c1ccc2c(c1)OCO2 (stereo not given) | -0.38 |
| Cc1cccc(/C=N\Nc2cn[nH]c(=O)c2Cl)c1 | 0.8 |
| Cc1ccc2c(c1)N(CCC(=O)NCc1cccnc1)C(=O)CO2 | 0.63 |
| Cc1ccc(C)c(S(=O)(=O)C(C#N)c2nc3ccccc3nc2N2CCOCC2)c1 (stereo not given) | -0.58 |
| CCOC(=O)C1=C(C)C(c2ccccc2OC)NC(=O)N1 (stereo not given) | -0.2 |
| COc1ccc(CN(Cc2ccccn2)C(=O)CN2C(=O)COc3ccccc32)cc1 | 1.3 |
| N/C(COc1cccc(Cl)c1)=N\NS(=O)(=O)c1ccccc1 | -0.025 |
| O=C(Nc1ccc(O)c2c(=O)cc(-c3cccc(Cl)c3)oc12)c1ccc(F)cc1 | -0.72 |
| CCn1c(=O)c2cc(C(=O)N3CCOCC3)sc2c2ccccc21 | -0.16 |
| COc1ccccc1C(c1nnnn1C1CCCC1)N1CCN2CCCC2C1 (stereo not given) | 0.13 |
| CC(=NCCCn1ccnc1)C1=C(O)c2ccccc2C1=O | 0.57 |
| O=S(=O)(c1cccc(-n2cnnn2)c1)N1CCOCC1 | 0.16 |
| COCCn1nnnc1C(c1ccc(OC)c(OC)c1)N1CCc2ccccc21 (stereo not given) | 0.26 |
| COc1cc(C)c2occ(/C(C)=N\O)c2c1 | -0.85 |
| COc1ccc(C2=Nn3c(nnc3-c3ccncc3)SC2)cc1OC | 0.00031 |
| COc1ccc(OC)c(N(CC(=O)NCc2ccccn2)S(C)(=O)=O)c1 | 0.067 |
| COc1ccc2nc(C)cc(SCC(=O)Nc3c(C)cc(C)cc3C)c2c1 | -0.65 |
| Clc1ccc(C2=NOC(c3nnc(-c4ccccc4)o3)C2)cc1 (stereo not given) | 0.24 |
| C[C@@H]1O[C@@H](Oc2c(-c3cc(O)c(O)c(O)c3)oc3cc(O)cc(O)c3c2=O)[C@H](O)[C@H](O)[C@H]1O | 0.21 |
| O=C(c1cc(C2CC2)on1)N1CCN(c2ccc(F)cc2)CC1 | 0.94 |
| Cc1cc(C(=O)OCC(=O)Nc2ccc(F)cc2)c(C)o1 | 0.14 |
| O=C1c2ccccc2CC1(Cc1ccccc1)Cc1ccccc1 | -2.2 |
| CC(C)(C)N1C(=O)c2ccc(C(=O)O)cc2C1=O | 1.8 |
| O=C(C1CCCN(S(=O)(=O)c2cccs2)C1)N1CCC(N2CCCCC2)CC1 (stereo not given) | -0.17 |
| O=C(COc1ccc2c(c1)CCC2)N1CCc2ccccc21 | -1.6 |
| COCCNC(=O)CNC(=O)c1nn(-c2ccc(OC)c(Cl)c2)c(=O)c2ccccc12 | 0.98 |
| CCCNC(=S)NC1CCCC1 | 0.088 |
| Cc1cccc(N2C(=O)CC(Sc3nnc(C)s3)C2=O)c1 (stereo not given) | 0.44 |
| NS(=O)(=O)c1ccc(NC(=O)CSC2=NC(=O)C(c3ccccc3)C(=O)N2)cc1 (stereo not given) | 0.34 |
| CC1Cc2nc(SCC(=O)N3CCOCC3)n(-c3ccccc3)c(=O)c2S1 (stereo not given) | -0.13 |
| CCOC(=O)Cn1nnnc1CN(Cc1ccc(OC)cc1)Cc1cc2cc(CC)ccc2[nH]c1=O | -5.4* |
| CCCCCOC(=O)Cn1c(=O)oc2ccccc21 | 0.43 |

Structural class: those above with a thiophene ring, fused or not
| Molecule | Cav32 inh |
| --- | --- |
| CCSc1oc(-c2cccs2)nc1S(=O)(=O)c1ccccc1 | -3.4 |
| COc1ccc(C(c2nnnn2Cc2cccs2)N2CCN(c3ccccc3F)CC2)cc1OC (stereo not given) | -3 |
| Cc1ccc(N/C=C(/C#N)c2ccsc2)cc1C | -1.1 |
| COc1ccc(C2CC(c3ccccc3)Nc3nc(NC(=O)c4cccs4)nn32)cc1 (stereo not given) | -1.8 |
| CCn1c(=O)c2cc(C(=O)N3CCOCC3)sc2c2ccccc21 | -0.16 |
| O=C(C1CCCN(S(=O)(=O)c2cccs2)C1)N1CCC(N2CCCCC2)CC1 (stereo not given) | -0.17 |

The list goes on:
| Molecule | Cav32 inh |
| --- | --- |
| CC(Sc1ccccn1)C(=O)Nc1ccc(S(N)(=O)=O)cc1 (stereo not given) | -0.11 |
| CSc1ccccc1NC(=O)c1cc(C(C)C)on1 | -0.76 |
| CC(C)(C)c1ccc(C(=O)N/C(N)=N/c2nc3ccccc3o2)cc1 | -0.13 |
| Cc1ccc(N/C(N)=N/c2nc3c(c(=O)[nH]2)CCCC3)c(C)c1 | 0.073 |
| O=C(CSc1n[nH]c(-c2ccc(S(=O)(=O)N3CCCCC3)cc2)n1)Nc1nccs1 | -0.52 |
| CCOCC(=O)Nc1cc(OC)c(Cl)cc1OC | 0.45 |
| O=C(C1=C[C@H](c2ccc(C(F)(F)F)cc2)C[C@H](OCCCCO)O1)N1CCN(Cc2ccc3c(c2)OCO3)CC1 | -1.9 |
| c1ccc(N2CCN(c3ccc4nncn4n3)CC2)nc1 | -0.041 |
| COc1ccc(/C=C/C(=O)c2ccccc2O)cc1CN1CCOCC1 | 0.7 |
| O=C(CN1C(=O)C2(OCCO2)c2ccccc21)c1ccc(Br)cc1 | -5.5* |
| COc1ccc(NC2CC(=O)N(c3cccc(C)c3)C2=O)cc1 (stereo not given) | -0.023 |
| CCCCN(Cc1cc2cc(OC)ccc2[nH]c1=O)C(=O)c1ccccn1 | 0.0077 |
| CCN(CC(=O)NCc1cccs1)c1ccc(S(=O)(=O)N2CCOCC2)cn1 | 0.84 |

Screening data deposited in PubChem by Vanderbilt High Throughput Screening Facility.

A portion of the library; the hit share may differ from the screen's.
